Lipid storage S3: qHTS Assay for Lipid Storage Modulators in Drosophila S3 Cells; Drosophila S3 cells, BODIPY lipid droplet fluorescence, 18-24 h; cells fed with added oleic acid; Potency in µM for hits, for the others lipid storage change, negative = inhibition, % at the top dose, mostly 46.1 µM; actives 0.64% (n = 320,000); AID 2685, 2010; active = well fitted inhibition curve with a large enough effect in the signal ratio, with a control signal flat, not every such curve was filed as active; inconclusive = small, poorly fitted or top-dose-only effect, or effect the other way, or a change in a side signal; the % refers to the signal ratio
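Drosophila S3 cells loaded with oleic acid (400 uM, as added) and compounds at several concentrations; lipid droplets imaged by 488-nm laser-scanning cytometry, 500–530 nm intensity and object ratio to cell channel. Percent activity normalized to 20 uM Triacsin C.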
Lipid storage S3 cell count max: further read-out of Lipid storage S3, marked with its call; cell number change, %; measured here: cell count max response;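 cells counted by Cell Tracker Red CMTPX staining in the red channel; peak over a dose series mostly up to 46.1 µM; percent activity relative to internal control wells on each plate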
An asterisk follows results filed as active; i = inactive; ? = inconclusive; . = no result given. % is scaled to controls: 0 for no effect and ±100 for the full control effect; potency is read from the fitted curve at half-maximal effect. An excerpt; the hit share may differ from the screen's.

cpd	molecule	Lipid storage S3	Lipid storage S3 cell count max
1	Cc1c(C(=O)OC(C)C)sc2nc[nH]c(=O)c12	?	.
2	CCCc1cc(=O)oc2c3c(cc(OCC(=O)NCCCn4ccnc4)c12)OC(C)(C)CC3	-23%	11
3	CCOC(=O)[C@H]1[C@H]2COc3ccc(Cl)cc3[C@@H]2N2C(=O)CN(Cc3ccc(Cl)cc3)C(=O)[C@@]12C	?	.
4	Cc1cccc(NC(=O)Cn2c(=O)n(C)c3ccccc32)c1	1%	-1
5	c1ccc2c(c1)CSc1sccc1C2=C1CCNCC1	7%	7
6	CCc1nnc(NC(=O)CCC(=O)N2CCN(Cc3cc(Cl)ccc3OC)CC2)s1	?	.
7	N#Cc1c(N)n(-c2cccc(C(=O)O)c2)c2nc3ccccc3nc12	-5%	-2
8	COc1ccc(C(=O)NC(=S)NNC(=O)COc2ccccc2)cc1	?	.
9	CCOC(=O)c1cc2c(=O)n3ccccc3nc2n(C(C)C)c1=NC(=O)c1c(-c2c(F)cccc2Cl)noc1C	-12%	-15
10	COc1ccc(/C=N/n2c(SC)nnc(C(C)(C)C)c2=O)cc1OC	?	.
11	CC(C)NC(=O)CSc1nncn1-c1ccccc1	?	.
12	O=C(CN(Cc1cccs1)C(=O)CCC(=O)Nc1nccs1)NCc1ccccc1	?	.
13	N#Cc1cncc(-c2ccc3c(c2)OCCOCCOCCOCCOCCO3)n1	10%	4
14	CCN(CC)c1ccc(C(=O)N/N=C(\C)c2cccc(OC)c2)cc1	?	.
15	COc1ccccc1NC(=O)c1csc2c1CCCC2	12%	-18
16	CCN1CCCC1CNC(=O)C(=O)NCCc1ccc(OC)c(OC)c1 (stereo not given)	?	.
17	CNC(=O)c1ccc(NC(=O)Nc2ccccc2)cc1	?	.
18	CC(NC(=O)C1CCN(S(=O)(=O)N2CCCCCC2)CC1)c1ccccc1 (stereo not given)	?	.
19	Cc1cccc(N(C(=O)CNC(=O)c2cccs2)C(C(=O)NC2CCCC2)c2ccncc2)c1 (stereo not given)	?	.
20	Brc1ccc(N=C/C=C/C=C/Nc2ccc(Br)cc2)cc1	-22%	-30

Ordered by number of heavy atoms (falling): part of the list above
cpd	molecule	Lipid storage S3	Lipid storage S3 cell count max
18	CC(NC(=O)C1CCN(S(=O)(=O)N2CCCCCC2)CC1)c1ccccc1 (stereo not given)	?	.
4	Cc1cccc(NC(=O)Cn2c(=O)n(C)c3ccccc32)c1	1%	-1
15	COc1ccccc1NC(=O)c1csc2c1CCCC2	12%	-18

Record cards (already shown). Order of screens: Lipid storage S3 | Lipid storage S3 cell count max
c1ccc2c(c1)CSc1sccc1C2=C1CCNCC1 across the screens: 7% | 7
CCOC(=O)[C@H]1[C@H]2COc3ccc(Cl)cc3[C@@H]2N2C(=O)CN(Cc3ccc(Cl)cc3)C(=O)[C@@]12C across the screens: ? | .
CCN(CC)c1ccc(C(=O)N/N=C(\C)c2cccc(OC)c2)cc1 across the screens: ? | .
CC(NC(=O)C1CCN(S(=O)(=O)N2CCCCCC2)CC1)c1ccccc1 (stereo not given) across the screens: ? | .
Cc1c(C(=O)OC(C)C)sc2nc[nH]c(=O)c12 across the screens: ? | .

Additional records follow:
cpd	molecule	Lipid storage S3	Lipid storage S3 cell count max
21	c1cnc2ccc(C(c3nnnn3C3CCCC3)N3CCN4CCCC4C3)cc2c1 (stereo not given)	-18%	-5
22	COc1ccc(C)cc1S(=O)(=O)Nc1cc2c3c(c1)CCN3C(=O)CC2	?	.
23	CCn1c(COc2ccccc2C)nnc1SCC(=O)O	?	.
24	COc1cccc(C2(c3cccc(OC)c3)CC2C(=O)Nc2cccc3ccccc23)c1 (stereo not given)	?	.
25	Cc1ccc(NC(=O)C2COc3ccccc3O2)cc1 (stereo not given)	i	-18
26	COCC(C)NC(C(=O)Nc1ccc(Cl)c([N+](=O)[O-])c1)c1ccccc1 (stereo not given)	16%	6
27	CS(=O)(=O)N1CCN(C(=O)c2ccc3c(c2)OCCO3)CC1	?	.
28	CN(C)CCCNC(=O)c1ccccc1Oc1ccccc1	-3%	-3
29	NC1=NC(=O)/C(=C/c2ccc(-c3ccc(S(N)(=O)=O)cc3)o2)S1	?	.
30	CC1CCCC(NC(=O)COC(=O)c2ccc(Cl)nc2)C1C (stereo not given)	-13%	9
31	Cc1ccc(NC(=O)CNc2ccc(OC(C)C)cc2)c(C)c1	-5%	-10
32	Cc1cc(Nc2ccccc2)n(C(=O)c2ccccc2)n1	?	.
33	c1ccc(Cc2nnc3sc(-c4cccnc4)nn23)cc1	?	.
34	N/C(Cc1ccc(Cl)c(Cl)c1)=N\OC(=O)c1cccs1	0%	0
35	CC(=O)Nc1ccc(OCC(O)CN2CCN(c3cccc(Cl)c3)CC2)cc1 (stereo not given)	i	.
36	CCNC(=S)Nc1cccc(S(=O)(=O)Nc2ccccc2OC)c1	?	.
37	COc1cc(/C=C/C(=O)OCC(=O)NC(=O)NC(C)C)cc(OC)c1OC	0%	17
38	CCn1c(SCC(=O)Nc2nc(C)cs2)nnc1-c1ccoc1C	?	.
39	COc1ccc(C(=O)NCc2nnc(SCC(=O)NC3CCCC3)o2)cc1	?	.
40	NC(=O)C1CCN(C(=O)OCc2ccccc2)CC1	-3%	-13
41	COc1cc(OC)c(S(=O)(=O)NC(C)C)cc1C(=O)O	?	.
42	COc1ccc(/C=C/c2c(-c3ccc(OC)cc3)oc3cccnc23)cc1	i	-16
43	O=C(CCCCCNC(=O)c1ccccc1)N/N=C/c1ccccc1	-2%	2
44	CCCCn1c(-c2ccc(C(C)(C)C)cc2)nc2cc3[nH]c(=O)c(C(C)C)nc3cc21	-35%	-13
45	Cc1ccc(-n2ncc3c(SCC(=O)Nc4cc(C)on4)ncnc32)c(C)c1	?	.
46	COc1ccc(-c2nc(CN3CCC(C(=O)N4CCc5ccccc54)CC3)c(C)o2)cc1OC	?	.
47	CN1C(=O)C(O)(CC(=O)c2ccncc2)c2ccccc21 (stereo not given)	?	.
48	Cc1nc2ccccn2c1C(=O)Nc1ccc(Cl)cc1	?	.
49	O=C(Nc1ccccc1)c1ccn[nH]1	-7%	1
50	Cc1c(C(=O)c2ccc([N+](=O)[O-])cc2)c(=O)n(C)c(=O)n1C	?	.
51	Cn1cnnc1SCC(=O)Nc1ccc(N2CCOCC2)cc1	10%	-16
52	CCN(CC)c1ccc2c(O)cc(=O)oc2c1	?	.
53	CCOC(=O)c1c(C)[nH]c(C(=O)CSc2nnnn2-c2ccccc2)c1C	?	.
54	O=C(CCS(=O)(=O)c1ccc(Br)cc1)Nc1ccc(Br)cc1F	11%	2
55	N#C/C(=C\C=C\c1ccccc1[N+](=O)[O-])C(=O)NC1CCCCC1	1%	-8
56	COc1cnc(SC(C)C)[nH]c1=O	2%	4
57	COc1ccc2cc([C@@H](C)C(=O)O)ccc2c1	-8%	-14
58	N#Cc1cc2c(nc1SCc1cccnc1)CCC2	?	.
59	CCn1cc(C(=O)NCc2ccccc2)c(=O)c2cc(F)c(N3CCN(C(=O)c4ccco4)CC3)cc21	?	.
60	CN(CCO)S(=O)(=O)c1ccc2c(c1)C(=O)c1cc(S(=O)(=O)N(C)CCO)ccc1-2	?	.
61	C/C(=N\NC(=O)c1ccc(CSc2nncn2C)cc1)c1ccc2ccccc2c1	?	.
62	CCOC(=O)C1CCCN(C(=O)c2cn(CC)c3ccc(S(=O)(=O)N(C)C)cc3c2=O)C1 (stereo not given)	?	.
63	CC(=O)c1c(C)[nH]c(C(=O)NNC(=O)COc2ccc(Cl)cc2C)c1C	?	.
64	Cc1nc2c(C)cccn2c(=O)c1NC(=O)COc1ccccc1	?	.
65	C/C(=N\NS(=O)(=O)c1ccc(C)cc1)c1ccc(C)s1	?	.
66	CSc1ccc(Cl)c(C(=O)NNC(=O)c2csc(N3CCOCC3)n2)c1	?	.
67	CN(C)CCCNC(=S)N1CCC(c2nc3ccccc3[nH]2)CC1	18%	6
68	NC(=O)C1CC=CCC1C(=O)OCC(Cl)=C(Cl)Cl (stereo not given)	0%	3
69	CC(=O)NCCSCCNC(C)=O	?	.
70	Cc1cnc(NC(=O)CSc2nnc(-c3ccc(Cl)cc3Cl)n2N)s1	?	.
71	O=C(O)c1ccccc1-c1ccccc1C(=O)NCc1ccccc1Cl	?	.
72	COc1ccc(S(=O)(=O)N2CCN(Cc3ccc4c(c3)OCO4)CC2)cc1F	?	.
73	NC(=O)c1cnn(Cc2ccc(Cl)cc2)c1N	4%	-17
74	COc1ccccc1OCc1nc2ccccc2s1	?	.
75	CC1CCN(C(=O)CCc2ccc(Oc3cc([N+](=O)[O-])cc([N+](=O)[O-])c3)cc2)CC1	?	.
76	O=C(NC1CCCCC1)C(c1cccs1)N(C(=O)c1ccccn1)c1ccccc1 (stereo not given)	2%	8
77	COc1ccc(N2CCN(C(=O)c3cc4c(s3)CCCCC4)CC2)cc1	?	.
78	COC(=O)c1ccc(C(=O)Nc2nnc(-c3cccnc3)o2)cc1	?	.
79	COCCNC(=O)c1ccccc1NS(=O)(=O)c1ccc(C)c([N+](=O)[O-])c1	15%	24
80	Cc1ccc(-n2c(CNc3ccc(F)cc3)nnc2SCC(=O)N2CCCC2)cc1	?	.

Carrying on.
cpd	molecule	Lipid storage S3	Lipid storage S3 cell count max
81	N#Cc1nc(Cl)c(Cl)c(NN)c1Cl	?	.
82	Oc1ccc(Cl)cc1CNCC1CCCO1 (stereo not given)	?	.
83	C/C(=N/NC(=O)c1cc(-c2ccccc2)nc2c(Cl)cccc12)c1cccnc1	i	-23
84	COCCN(C(=O)COC(=O)CSc1ccccc1)c1c(N)n(Cc2ccccc2)c(=O)[nH]c1=O	?	.
85	O=C(Nc1cccc(-c2cccc(Cl)c2)c1)C1CCN(Cc2ccc(CO)o2)CC1	?	.
86	Cn1nc(-c2ccc(Cl)cc2)cc1NC(=O)Nc1ccccc1	0%	-8
87	O=C(NCC(=O)N(c1cccnc1)C(C(=O)NC1CCCC1)c1cccs1)c1cccs1 (stereo not given)	10%	11
88	O=C(CN(C(=O)c1csnn1)c1cccc2c1CCCC2)NCc1ccccc1	0%	9
89	CCOC(=O)C1=C(C)N(c2nonc2NC(C)=O)C(N)=C(C#N)C1c1ccccc1F (stereo not given)	4%	-19
90	Cc1cc(N2CCCC2)nc2ccc(NC(=S)NCCCN3CCC(C)CC3)cc12	2%	-9
91	CN(CC(=O)Nc1cccc(F)c1)C(=O)COc1cccc2c1OC(C)(C)C2	-5%	11
92	Cc1cc(C)nc(NC(=NCCc2c[nH]c3ccccc23)NC(=O)Nc2ccc(Cl)cc2)n1	?	.
93	COc1cccc(-c2n[nH]c3c2CCC3)c1	10%	21
94	CC(=O)Nc1ccc(SCC(=O)c2cc(C)n(-c3ccccc3F)c2C)cc1	?	.
95	CCCc1nc2ccccc2c(=O)n1CCc1ccccc1	i	1
96	CC(NC(=O)c1ccccc1NC(=O)CN1CCc2ccccc2C1)c1ccccc1 (stereo not given)	?	.
97	COc1ccc(C(=O)CCN2CCN(c3ccccc3F)CC2)cc1	?	.
98	COc1cc(S(=O)(=O)Nc2ccc(C)cc2)ccc1NC(=O)c1ccncc1	?	.
99	CCCOc1ccc(N2CC(C(=O)Nc3ccccn3)CC2=O)cc1 (stereo not given)	?	.
100	COc1ccc(NS(=O)(=O)c2ccc3oc(=O)c4[nH]c(=O)c(=O)n(C)c4c3c2)cc1	?	.
101	Nc1ccnn1Cc1ccc(Br)s1	5%	1
102	CCN(CC(=O)NCc1cccs1)C(=O)c1cc(S(=O)(=O)N2CCOCC2)ccc1C	?	.
103	CCOC(=O)C1CN(S(=O)(=O)c2ccc(C)cc2)CCN1S(=O)(=O)c1ccc(C)cc1 (stereo not given)	?	.
104	COc1ccc(-c2noc3c2-c2nc(-c4c(F)cccc4F)sc2CC3)cc1	23%	17
105	COc1ccc(NC(=O)CCC(=O)c2cc(C)sc2C)cc1	?	.
106	N#C/C(=C\Nc1ccc2cn[nH]c2c1)c1nc(-c2ccccc2)cs1	?	.
107	COC(=O)COc1ccc(=O)n(-c2ccccc2)n1	?	.
108	Cc1nc(SCc2ccc(Cl)c(Cl)c2)n[nH]1	29%	8
109	Cc1ccccc1Cn1cnc2c([N+](=O)[O-])c(C)c(C)cc21	?	.
110	Cn1c(=O)cc(SCC(=O)NCCC2=CCCCC2)c2ccc(Cl)cc21	14%	5
111	Cc1cc(NC(=O)CN(C)CC(=O)Nc2ccc(Cl)c(C(F)(F)F)c2)no1	-27%	-9
112	CC(C)CCN1CCN(C2CCN(c3ccc4c(c3)OCO4)CC2)CC1CCO (stereo not given)	2%	-1
113	O=C(Nc1ccc(F)cc1)c1cccnc1N1CCCCC1	i	.
114	Cc1ccc(-c2n[nH]c(=S)n2/N=C/c2cccs2)cc1	?	.
115	O=C(NC(=S)N1CCN(c2ccc(F)cc2)CC1)C12CC3CC(CC(C3)C1)C2	?	.
116	COc1ccccc1N1CCN(Cc2nc3ccccc3[nH]2)CC1	?	.
117	CCOc1ccc(NC(=S)N(CCN2CCOCC2)Cc2ccc3c(c2)CCCN3CC)cc1	5%	0
118	C=CCNC(=S)NNC(=O)c1ccc(Br)o1	?	.
119	Cc1ccccc1CN1CCN(C(=O)c2ccco2)CC1	?	.
120	Cc1ccc2c(c1)N(CC(=O)NCc1cccnc1)C(=O)CO2	10%	14

Compound activity deposited in PubChem BioAssay by National Center for Advancing Translational Sciences (NCATS).
